# DUSP3 inh: blocks human VHR1 dual specificity phosphatase | P51452 | recombinant VHR phosphatase, pNPP absorbance | inhibition, % at 13.3 µM | actives 0.52% (n = 290,000); in the data active = inhibition above about 50%; note: some compounds called inactive have numbers as strong as hits
# Target sequence (P51452 whole entry, looked up): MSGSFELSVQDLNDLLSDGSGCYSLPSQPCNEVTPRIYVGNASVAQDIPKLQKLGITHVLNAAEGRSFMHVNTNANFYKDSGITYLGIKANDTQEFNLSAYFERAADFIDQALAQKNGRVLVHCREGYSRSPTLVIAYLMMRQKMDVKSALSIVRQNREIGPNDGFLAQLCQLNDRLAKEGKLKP
# SSB-PriA inh: K. pneumoniae PriA-SSBct interaction inhibition; AlphaScreen SSBct-PriA binding, biotinylated peptide; inhibition, % at 33 µM; actives 0.6% (n = 430,000); in the data active = inhibition mostly above about 37%, no sharp cut-off; inactive = mostly below about 20%;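 note: plate controls were negative control peptide for no effect and reference peptide for full effect; strong numbers were not always called active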
# BoNT-F LC inh: BoNT F light chain protease inhibition; Multiplex microsphere protease cleavage assay, flow cytometry; inhibition, % at 10 µM; actives 0.22% (n = 360,000); AID 588497; in the data active = inhibition above about 35%, passing the limit was not always enough; inconclusive = no clear call, values can overlap the other calls; note: plate controls were buffer without enzyme for full effect and enzyme alone for no effect
# Rv3671c protease: inhibits the M. tuberculosis serine protease Rv3671c | inhibition, % at 5.96 µM | AID 2606 | actives 0.048% (n = 320,000); in the data active = inhibition above about 38%;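 note: extracellular domain of Rv3671c used as enzyme; 0% = enzyme with DMSO and 100% = no enzyme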
# Target sequence (P9WHR9 whole entry, looked up, the tested form may be a part): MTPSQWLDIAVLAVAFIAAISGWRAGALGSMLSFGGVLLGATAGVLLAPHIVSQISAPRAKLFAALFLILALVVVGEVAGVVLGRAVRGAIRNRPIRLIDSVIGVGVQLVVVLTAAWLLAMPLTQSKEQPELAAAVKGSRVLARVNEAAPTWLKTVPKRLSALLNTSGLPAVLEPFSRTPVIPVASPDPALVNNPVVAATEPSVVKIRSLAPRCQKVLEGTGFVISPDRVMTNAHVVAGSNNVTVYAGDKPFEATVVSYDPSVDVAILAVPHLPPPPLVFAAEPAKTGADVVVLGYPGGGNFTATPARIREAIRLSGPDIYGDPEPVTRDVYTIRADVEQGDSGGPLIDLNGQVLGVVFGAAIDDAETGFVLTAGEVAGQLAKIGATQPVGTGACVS
# CCHFV vOTU inh: blocks the CCHF virus ovarian tumor domain protease. inhibition, % at 11.5 µM. actives 0.55% (n = 370,000). CCHFV vOTU protease, Pep-AMC fluorescence; in the data active = inhibition above about 30%; note: 0% = vehicle wells with enzyme and 100% = no enzyme wells
# PrPC surface inh: cell surface PrPC inhibition, primary TR-FRET screen; P04156; TR-FRET read-out; inhibition, % at 13.8 µM; actives 0.43% (n = 370,000); AID 720596; in the data active = inhibition above about 24%; note: 0% = median of the test wells and 100% = reference compound wells
# BoNT-A LC inh2: blocks Botulinum neurotoxin A light chain protease | multiplex microsphere protease substrate cleavage, flow cytometry | inhibition, % at 10 µM | actives 0.17% (n = 360,000); note: plate controls were buffer without enzyme for full effect and enzyme alone for no effect
# Anthrax LF prot: inhibitors of Bacillus anthracis lethal factor protease. P15917. multiplex microsphere protease cleavage assay, LF. inhibition, % at 10 µM. actives 0.12% (n = 360,000). AID 588501; note: plate controls were buffer without enzyme for full effect and enzyme alone for no effect
# MazEF act: increases E. coli MazEF RNase cleavage of RNA; actives 0.32% (n = 350,000); P0AE70; FAM/BHQ RNA-DNA oligo cleavage fluorescence, 5 h; AID 504720; activation, % at 20 µM; in the data active = activation above about 50%
# Target sequence (P0AE70 whole entry, looked up): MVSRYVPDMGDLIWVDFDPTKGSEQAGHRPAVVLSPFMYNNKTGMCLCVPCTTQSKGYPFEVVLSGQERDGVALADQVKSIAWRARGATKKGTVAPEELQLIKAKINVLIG
# 3CLpro inhibitor: SARS-CoV 3CLpro protease inhibition; recombinant SARS-CoV 3CLpro, quenched FRET peptide cleavage; inhibition, % at 6 µM; actives 0.14% (n = 290,000); AID 1706; in the data active = inhibition above about 12%
# Active calls of the source: *; i = inactive; ? = inconclusive; nt = not tested or not shown; & = joins results of further samples. Cut-off read from the data, not from the text of the source, unless noted: active = inhibition above about 30%; inconclusive = no clear call, values can overlap the other calls; inactive = below that. An excerpt, so the mix of outcomes need not match the whole.
# Sequence of screens: DUSP3 inh	SSB-PriA inh	BoNT-F LC inh	Rv3671c protease	CCHFV vOTU inh	PrPC surface inh	BoNT-A LC inh2	Anthrax LF prot	MazEF act	3CLpro inhibitor
> Cn1c(=O)c2c(nc(Br)n2C)n(C)c1=O
→ 4.0	1.1	-5.7	3.4	4.2	-1.2	-0.4	-0.2	10.9	-8.3
> Cc1ccc(Nc2nc(N)c([N+](=O)[O-])c(N3CCCC(C)C3)n2)cc1C (configuration not stated)
→ 16.5	35.1	-9.7	-12.0	-10.5	0.1	-0.5	-3.4	-1.7	-1.2
> CCCc1cc(=O)oc2c(CNc3ccc(OCC)cc3)c(O)ccc12
→ -3.3	9.3	-13.5	0.5	-131.1	1.4	-3.2	2.2	-26.6	2.9
> CCn1c(SCC(=O)NCCOC)nc2sc3c(c2c1=O)CCCC3
→ 24.4	12.6	-3.7	10.4	22.0	-1.6	0.4	1.7	2.9	1.0
> COc1cc(OC)cc(C(=O)Nc2nc3ccc(S(C)(=O)=O)cc3s2)c1
→ 12.3	3.8&-3.0	0.6	-28.9	-2.0	-4.1	0.6	-2.1	20.2	-7.2
> CC(C)CCNC(=O)C1CC(c2ccccc2C(F)(F)F)=NO1 (configuration not stated)
→ 14.9	-0.7	-1.1	5.9	11.8	4.5	-0.5	0.9	0.4	nt
> Cc1ccc(CCNC(=O)C2CCCN(c3ncnc4c3nc3n4CCCCC3)C2)cc1 (configuration not stated)
→ 34.8	-4.5	6.9	-4.7	-6.7	0.2	2.3	3.0	-4.4	2.2
> CC(Oc1ccc(Cl)cc1Cl)c1nc(-c2ccccn2)no1 (configuration not stated)
→ 3.5	-30.2	-6.7	0.4	-11.4	13.4	-0.5	1.1	-2.5	9.3
> CCOC(=O)[C@]12CCCC=C1N(Cc1ccc3c(c1)OCO3)C(=O)[C@H](CC(=O)NCCCN1CCCC1=O)C2
→ nt	nt	-8.9	nt	6.7	-6.3	-1.1	0.6	nt	nt
> Cc1nc(N)c(C#N)c(-c2cccnc2)c1C
→ 4.8	-32.4	8.3	7.2	-17.2	7.2	0.4	3.5	1.5	-11.5
> COc1ccc(N2CCN(CCCNC(=O)c3cc4sccc4n3C)CC2)cc1
→ 22.6	33.8	-7.3	-7.2	3.7	1.6	-1.3	-10.1	0.9	1.9
> Cc1ccccc1OCC(O)CN1CCN(c2ccc(Cl)cc2)CC1 (configuration not stated)
→ 6.9	3.6	?	9.7	0.4	-9.6	-0.1	-14.0	6.2	-2.6
> COCCCNC(=O)C1CC(=O)OC1c1ccc(OC)c(OC)c1 (configuration not stated)
→ 6.5	-18.8	8.6	-6.0	-3.8	-5.3	-0.5	-0.7	7.2	-1.5
> CN(C)c1ccc(-c2cccc(C3CC=CC4C3C(=O)N(Cc3ccccc3)C4c3ccc4ccccc4c3)c2)cc1 (configuration not stated)
→ 7.3	-0.2	-12.0	-2.9	3.0	-2.3	-0.9	-9.3	-8.5	nt
> CCOC(=O)C1=C(Nc2ccccc2)CC(C)(O)C(C(=O)OCC)C1c1ccc(Cl)cc1 (configuration not stated)
→ 2.3	-16.7	3.0&-4.8	3.9	7.8&-6.9	9.6&0.7	-0.7&0.1	1.2&-1.3	-1.3&-2.1	6.2
> Cn1nc(-c2ccc(C(=O)Nc3cccnc3)cc2)c2ccccc2c1=O
→ -11.0	-5.7	-1.8	-15.8	12.3	-3.5	-1.0	-6.6	13.0	-1.6
> O=C(CNC(=O)c1sc2ccccc2c1Cl)OCc1ccccc1
→ 8.6	-46.1	-4.6	-14.3	4.9	11.4	-0.4	-1.0	-0.2	2.6
> CCc1nc2ccc(C(=O)Nc3cccc(OCC(=O)N(C)C)c3)cn2c1N(CC)CCN(C)C
→ nt	nt	1.0	nt	-5.5	-4.5	0.1	-0.5	nt	nt
> CC1CC(C)CN(CCCNC(=O)CCC(=O)N2CCOc3ccccc32)C1 (configuration not stated)
→ 13.4	-2.3	7.1	-0.8	-0.8	-3.6	0.1	-2.8	16.2	-3.8
> CCOC(=O)Cc1csc(N/N=C/c2ccc(Cl)cc2)n1
→ -9.3	i	-0.4	0.0	21.4	2.2	-1.3	-5.4	0.2	3.3
> Cc1cccc(NC(=O)COc2ccc(/C=N\n3cnnc3)cc2)c1
→ 36.0	nt	5.7	-10.9	-18.7	-3.4	-0.2	0.3	4.3	-3.5
> O=C(c1ccccc1Cl)N1CCC(N2CCC(C(=O)N3CCCC3)CC2)CC1
→ 16.0	-10.8	-5.9	1.6	-1.4	-4.4	-1.0	-1.6	-40.8	0.0
> O=C(Nc1cccc2c1CCCC2)C1CCN(C(=O)NC2CCCCC2)CC1
→ 1.5	0.8	-6.2	10.6	-8.9	0.7	0.1	-4.5	-6.5	-4.3
> CCOC(=O)c1c(C)c(C(=O)NCC2CCCO2)c(C)n1CC (configuration not stated)
→ -5.1	-14.1	-5.7	-5.8	nt	nt	0.4	-3.0	-2.9	2.9
> CC(=O)[C@@]12O[C@@H]1C[C@H]1[C@@H]3CC[C@H]4C[C@@H](O)CC[C@]4(C)[C@H]3CC[C@@]12C
→ 6.9	-5.1	25.7	-21.1	-10.8	0.6	-0.5	-7.4	-10.5	-2.9
> CN1CCN(S(=O)(=O)c2ccc(Br)s2)CC1
→ 9.9	-2.7	nt	0.4	-8.8	-3.1	nt	nt	4.0	4.6
> N#C/C(=N\Nc1ccc(F)cc1)C(=N)N1CCCCC1
→ 9.0	nt	-12.8	-1.6	13.3	-12.3	-0.5	-3.0	-6.3	-2.6
> O=C1CS(=O)(=O)N(Cc2ccccc2F)c2ccc(Br)cc21
→ nt	3.8	-2.0	nt	20.4	0.1	-0.1	-0.8	-2.6	nt
> CC(Nc1nc(-c2ccc3c(c2)NC(=O)CO3)cs1)c1ccccc1 (configuration not stated)
→ 20.4	-3.2	-8.5	5.6	15.9	17.0	-1.5	-0.4	8.7	3.5
> C=CCn1c(SCC(=O)Nc2cccnc2Cl)nnc1-c1ccc(C(C)(C)C)cc1
→ 0.2	-10.9	-3.9	13.1	19.3	4.5	0.4	0.4	3.1	3.4
> O=C1CC(c2ccco2)CC(O)=C1C=NCCN1CCN(C2CC(=O)N(c3ccccc3)C2=O)CC1 (configuration not stated)
→ 4.4	-2.8	0.0	nt	6.5	-4.3	-1.0	-4.7	-20.8	1.2
> COc1cc(NC(=O)c2ccc(S(=O)(=O)N(C)c3ccccc3)cc2)cc(OC)c1
→ nt	-1.7	4.6	-165.1	12.7	3.8	0.4	3.1	-6.6	nt
> COc1ccccc1/C=C1\CCC(C2CCCC2)C1=O (configuration not stated)
→ 16.5	-20.9	?	-0.5	4.4	-4.9	1.5	-10.0	-5.4	4.7
> Cc1ccc(N(CC(=O)NC2CCCCC2)C(=O)CCCC(=O)Nc2ccccn2)c(C)c1
→ 14.4	-3.8	13.5	-0.6	3.8	2.6	-0.4	3.2	-1.1	2.7
> CCc1ccccc1Cn1c(=O)oc2cccnc21
→ 14.4	-9.0	?	7.1	-7.3	-0.2	?	11.9	8.5	-2.4
> Cn1c(=O)c2c(nc(SCC(=O)O)n2Cc2cc3c(cc2Cl)OCO3)n(C)c1=O
→ 4.7	-9.5	-0.7	7.2	5.1	0.1	0.7	-3.2	7.7	-2.2
> O=C(NCc1ccco1)C1(c2ccc(Cl)cc2)CCCC1
→ 31.2	7.6	8.0	-0.6	4.0	-2.5	0.4	1.4	3.6	-1.2
> O=C(NCc1ccccc1)/C(=C\c1ccc(F)cc1)NC(=O)c1ccco1
→ nt	nt	-9.8	nt	-3.1	0.5	-0.2	-3.8	5.0	nt
> c1csc(-c2nc3ccccn3c2NC2CCCCC2)c1
→ 30.1	-2.6	3.3	4.6	-48.6	4.2	0.9	-2.2	-8.9	2.4
> COc1ccc(NC(=O)CSc2nnc(CNC(=O)c3ccco3)o2)c(OC)c1
→ 4.7	-11.2	-27.0	-5.7	5.7	3.5	-1.2	-4.0	4.3	-2.7
> Cc1cc(NC(=O)CSc2nc3c(c(=O)n2CCc2ccccc2)SC(C)C3)no1 (configuration not stated)
→ 3.4	-20.1	0.3	2.3	8.4	2.5	0.3	-3.4	1.8	4.6
> CCOc1ccc2[nH]c3c(NCCC(C)C)ncnc3c2c1
→ -15.2	0.6	-18.7	nt	-43.8	7.3	1.9	-4.5	1.3	4.0
> Cc1cc(NC(=O)CSCC(=O)OCC(=O)c2ccc(Br)cc2)no1
→ nt	nt	-5.0	nt	6.0	-8.0	0.3	-0.3	0.5	nt
> Cc1cccc(C(=O)N2CCN(c3ncnc4c3cnn4-c3ccccc3)CC2)c1
→ 20.4	2.6	9.7	0.3	0.5	4.4	0.2	-0.2	8.5	-2.3
> O=S(=O)(O)c1cccc2cccc(Nc3ccccc3)c12
→ nt	-4.6	-13.7	-1.5	27.6	10.9	-2.1	-9.2	-7.6	nt
> CN1CCN(C(=O)/C(=C/c2cn(S(=O)(=O)N(C)C)c3ccccc23)NC(=O)c2ccccc2F)CC1
→ 18.2	5.2	7.2	9.6	8.4	-8.5	-0.5	-0.1	10.2	0.1
> O=C(CSc1nc2ccccc2c(=O)[nH]1)Nc1ccc(C(=O)O)cc1
→ 29.7	-10.3	-11.5	-0.5	0.6	-4.3	-5.2	-0.2	6.7	0.2
> N#Cc1ccccc1OCC(=O)NNC(=O)CCC1CCCC1
→ nt	-0.5	-3.6	-4.2	7.0	5.3	-0.7	-5.0	3.6	nt
> O=C(CNC(=O)c1ccccc1)c1ccccc1
→ nt	-50.0	0.4	2.6	-0.2	-3.2	0.1	0.8	0.2	nt
> Cc1ccc(NC(=O)C(=O)NCCN2CCN(C(=O)C(c3ccccc3)c3ccccc3)CC2)cc1
→ 31.5	-11.7	-17.5	3.4	2.2	-5.4	-0.3	-0.9	-3.2	1.1
> O=C(Cc1cccc(NC(=O)C2CCN(C(=O)C3CCC3)CC2)c1)Nc1cccc(C(=O)N2CCCC2)c1
→ nt	-5.6	-6.5	-0.5	-1.6	-5.9	-0.1	1.3	7.7	nt
> CCC(Oc1ccccc1)C(=O)Nc1nc2ccccc2[nH]1 (configuration not stated)
→ 6.3	-7.4	-13.3	-18.9	12.5	5.7	-0.3	-8.9	-3.0	1.2
> CC(=O)N(c1ccccc1)c1ccccc1[N+](=O)[O-]
→ nt	nt	1.4	nt	9.4	-1.9	-0.1	-3.5	6.0	nt
> O=C(Cn1ncc2c3ccccc3n(Cc3ccccc3F)c2c1=O)NCCN1CCOCC1
→ -12.2	-15.3	-6.8	-2.9	5.1	-6.8	0.2	-3.2	2.8	2.6
> Cc1noc(C)c1C(=O)N1CCCC(Nc2ccc(C(C)C)cc2)C1 (configuration not stated)
→ 12.8	-4.4	nt	3.2	10.5	0.8	nt	nt	-5.8	3.0
> NNC(=O)c1[nH]c2ccc(Br)cc2c1-c1ccccc1
→ 2.6	1.7	?	-15.2	1.7	6.3	-7.7	-18.0	4.7	2.9
> Cc1ccc(NC(=O)C2CCCN2S(=O)(=O)c2ccc(F)cc2)c(C)c1 (configuration not stated)
→ 9.1	-2.2	nt	0.0	8.2	6.5	nt	nt	0.2	-1.9
> Cc1ccc(C(=O)NCCC(=O)N2CCOCC2)cc1
→ -4.0	-26.7	-0.1	-2.9	5.7	5.0	2.5	1.0	6.0	4.3
> COC(=O)c1ccc(NC(=O)c2c(C(=O)Nc3ccccc3)sc3nc(C)cc(=O)n23)cc1
→ 13.1	-11.2	-3.7	-42.5	8.2	5.5	-0.7	-2.0	6.1	1.4
> CCCCN(C(=O)NC(=O)Nc1ccccc1OCC)S(C)(=O)=O
→ 35.1	9.5	-14.8	-1.1	-3.6	4.2	0.7	-4.3	3.5	1.2
> O=S(=O)(c1cccs1)N1CCCCC1
→ nt	nt	2.3	nt	1.3	8.5	-0.3	-0.1	-4.8	nt
> CC1=C(C)CC(C(=O)Nc2ccc(C(N)=O)cc2)C(C(=O)O)C1 (configuration not stated)
→ 10.4	-6.6	-3.3	-4.8	0.2	-3.2	0.3	-5.2	1.9	-2.1

# Compound activity (PubChem)
